GPR151 ag = activators of human GPR151, primary screen, cell-based, PathHunter beta-arrestin, luminescence; PathHunter beta-arrestin GPR151 cells; activation, % at 11.2 µM; 650,000 tested, 1% active; in the data active = activation above about 4.9%;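 note: 0% = median of compound wells and 100% = cells with positive control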
FBW7 act = FBW7 E3 ligase activators, primary screen, biochemical, AlphaScreen, human; AID 1259310, 2017; AlphaScreen FBW7–phospho-cyclin E peptide binding, activator screen; 650,000 tested, 0.13% active; normalized activity (activation), % at 26.1 µM; in the data active = normalized activity above about 1.9%;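 note: purified mutant Fbw7 with reduced substrate affinity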
Target sequence (Q969H0 whole entry, looked up): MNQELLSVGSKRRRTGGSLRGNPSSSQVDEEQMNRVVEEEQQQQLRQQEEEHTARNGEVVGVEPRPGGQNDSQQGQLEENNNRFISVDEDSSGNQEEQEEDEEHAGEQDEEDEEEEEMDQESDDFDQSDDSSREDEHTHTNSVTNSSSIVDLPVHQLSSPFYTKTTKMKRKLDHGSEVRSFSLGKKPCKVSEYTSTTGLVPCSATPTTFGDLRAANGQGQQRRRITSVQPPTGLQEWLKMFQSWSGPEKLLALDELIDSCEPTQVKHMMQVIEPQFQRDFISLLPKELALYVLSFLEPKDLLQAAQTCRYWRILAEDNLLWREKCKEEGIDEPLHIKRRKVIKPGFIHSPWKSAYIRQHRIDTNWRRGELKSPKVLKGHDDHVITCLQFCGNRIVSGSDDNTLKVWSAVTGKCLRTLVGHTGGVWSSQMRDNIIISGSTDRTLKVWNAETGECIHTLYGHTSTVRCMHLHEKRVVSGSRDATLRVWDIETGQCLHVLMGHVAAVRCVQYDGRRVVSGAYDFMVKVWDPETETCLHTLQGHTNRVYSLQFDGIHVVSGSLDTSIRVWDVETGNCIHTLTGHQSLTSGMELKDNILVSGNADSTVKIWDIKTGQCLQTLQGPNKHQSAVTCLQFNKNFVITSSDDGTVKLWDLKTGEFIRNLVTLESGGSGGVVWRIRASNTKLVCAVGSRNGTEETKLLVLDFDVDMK
TEAD-YAP block = TEAD-YAP interaction inhibition, primary screen, TEAD-YAP interaction inhibitor project, luminescence, HEK-TIYL cells | TEAD-Gal4/YAP UAS-luciferase luminescence | inhibition, % at 9.12 µM | 640,000 tested, 1.4% active; in the data active = inhibition above about 32%;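 note: 0% = median of test compound wells and 100% = reference inhibitor wells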
MITF inh = MITF inhibitors, primary screen, biochemical, AlphaScreen, human. Microphthalmia-associated transcription factor (Homo sapiens), O75030. inhibition, % at 2.6 µM. AID 1259374, 2018. AlphaScreen MITF homodimerization, bead proximity signal. 650,000 tested, 0.91% active; in the data active = inhibition above about 50%;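 note: 0% = vehicle wells with protein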
* marks the source's active call; other numbers are inactive results.

The first 3 entries (preview)
SMILES	GPR151 ag	FBW7 act	TEAD-YAP block	MITF inh
CCOc1ccc(-n2c(SCC(=O)Nc3ccc(CC)cc3)nc3n[nH]c(C)c3c2=N)cc1	5.3*	-0.2	13	4
O=C(Nc1ccc2c(c1)OCCO2)c1cnc(N2CCN(c3ncccn3)CC2)c2ccccc12	1.4	0.1	31	10
NC(=O)c1nn(-c2ccccc2)nc1NC(=O)Cn1nnc(-c2ccccc2)n1	0.2	0.3	10	1

This part in full (from the top)
SMILES	GPR151 ag	FBW7 act	TEAD-YAP block	MITF inh
CCOc1ccc(-n2c(SCC(=O)Nc3ccc(CC)cc3)nc3n[nH]c(C)c3c2=N)cc1	5.3*	-0.2	13	4
O=C(Nc1ccc2c(c1)OCCO2)c1cnc(N2CCN(c3ncccn3)CC2)c2ccccc12	1.4	0.1	31	10
NC(=O)c1nn(-c2ccccc2)nc1NC(=O)Cn1nnc(-c2ccccc2)n1	0.2	0.3	10	1
Cc1cc(=O)oc(C)c1C(=O)OCC(=O)c1ccc(OC(=O)c2ccccc2)cc1	0.0	-0.1	11	-1
Cc1nc(NCc2cccc(F)c2)sc1-c1ccn(CCN2CCOCC2)n1	0.3	-0.1	-4	-1
COC(=O)c1cc(NC(=O)COc2cc(C)c(Cl)c(C)c2)cc(C(=O)OC)c1	0.1	0.1	-8	-10
CCOc1cccc2sc(NC(=O)C3Cc4ccccc4O3)nc12 (stereo unspecified)	-0.2	0.2	7	11
O=C(CNC(=O)c1cccc(Br)c1)OCCOc1ccccc1F	3.6	0.1	4	-12
CCCCNC(=O)c1cc(-c2ccc(F)cc2)on1	0.2	-0.1	-135	-14
Nc1nc(NCCCN2CCCC2=O)cc(-c2cccs2)n1	0.4	-0.1	-9	26
CCCOC(=O)C1=C(C)NC2=C(C(=O)CC(C)(C)C2)C1c1ccc(CC)cc1 (stereo unspecified)	-0.4	0.3	-6	-10
CCC(C)NC(=O)c1cnc2n(c1=O)CCS2 (stereo unspecified)	2.1	-0.1	7	6

3 entries out of the list, arranged by molar mass, ascending.
SMILES	GPR151 ag	FBW7 act	TEAD-YAP block	MITF inh
CCCCNC(=O)c1cc(-c2ccc(F)cc2)on1	0.2	-0.1	-135	-14
O=C(CNC(=O)c1cccc(Br)c1)OCCOc1ccccc1F	3.6	0.1	4	-12
Cc1cc(=O)oc(C)c1C(=O)OCC(=O)c1ccc(OC(=O)c2ccccc2)cc1	0.0	-0.1	11	-1

The list continues:
SMILES	GPR151 ag	FBW7 act	TEAD-YAP block	MITF inh
O=C(Nc1n[nH]c(C(F)(F)F)n1)c1cccs1	0.8	0.4	5	15
CN(C)C(CNC(=S)Nc1ccc(F)cc1)c1cccnc1 (stereo unspecified)	-0.6	0.1	3	-1
O=C(CNCc1cccnc1)Nc1ccc(C2CCCCC2)cc1	1.0	0.0	0	59*
CCn1c(CSCc2ccccc2)n[nH]c1=S	-0.6	0.0	-1	-15
C=CCN(c1ccc(C(=O)NC2CCCCC2)cc1)S(C)(=O)=O	2.6	0.2	-2	15
CCOC(=O)CC1CCCCN1Cc1nc(N2CCCC2)c2cc(OC)c(OC)cc2n1 (stereo unspecified)	-0.2	-0.4	7	-2
Cc1ccc(Nc2nnc(-c3cc4cc([N+](=O)[O-])ccc4oc3=O)s2)cc1	1.3	0.0	5	-3
COc1ccc(C(=O)COc2cccc3c(=O)n(C)ccc23)cc1	3.2	0.2	48*	-3
COc1ccc(CC2SC(=Nc3ccccc3)NC2=O)cc1 (stereo unspecified)	0.4	0.0	-2	-3
O=C1CCC(C(=O)OCC(=O)Nc2ccc(OC(F)(F)F)cc2)=NN1	1.1	0.1	1	10
COc1ccc(N(CC(=O)Nc2cccc(Cl)c2)S(C)(=O)=O)cc1Cl	0.2	0.1	-7	-9
COc1ccc(C(C)C)cc1S(=O)(=O)n1c([N+](=O)[O-])cnc1C	1.0	0.0	5	6

Look-ups from the list:
Value of CN(C)C(CNC(=S)Nc1ccc(F)cc1)c1cccnc1 (stereo unspecified) in FBW7 act: 0.1
Value of COc1ccc(CC2SC(=Nc3ccccc3)NC2=O)cc1 (stereo unspecified) in GPR151 ag: 0.4
Value of CCn1c(CSCc2ccccc2)n[nH]c1=S in TEAD-YAP block: -1
Value of O=C(Nc1n[nH]c(C(F)(F)F)n1)c1cccs1 in TEAD-YAP block: 5
Value of COc1ccc(N(CC(=O)Nc2cccc(Cl)c2)S(C)(=O)=O)cc1Cl in GPR151 ag: 0.2
Value of Cc1ccc(Nc2nnc(-c3cc4cc([N+](=O)[O-])ccc4oc3=O)s2)cc1 in GPR151 ag: 1.3
Value of CCOC(=O)CC1CCCCN1Cc1nc(N2CCCC2)c2cc(OC)c(OC)cc2n1 (stereo unspecified) in MITF inh: -2

Other records.
SMILES	GPR151 ag	FBW7 act	TEAD-YAP block	MITF inh
O=C(OCCOCCNc1ccc([N+](=O)[O-])cc1[N+](=O)[O-])c1cc(F)c(F)cc1Cl	-1.0	0.0	1	-10
CCN1CCN(C(=O)c2ccc(N3CCC(N4CCOc5ccccc5C4)CC3)cc2)CC1	0.8	0.0	-11	3
Cc1[nH]c(=O)[nH]c(=O)c1S(=O)(=O)N1CCN(C(=O)c2ccco2)CC1	-0.6	-0.2	-4	-9
CN1CCN(C(=O)c2cc3nc(-c4ccccc4)cc(C(F)(F)F)n3n2)CC1	3.5	0.1	16	-4
NC(=O)NC(CC(=O)NNC(=O)c1ccccn1)c1ccccc1Cl (stereo unspecified)	0.4	-1.2	-2	24
COCCNC(=O)NCn1ncc2c3ccccc3n(C)c2c1=O	0.6	-0.1	-11	-12
COc1cn(CC(=O)Nc2cc(C)ccc2C)c(CSc2ncccn2)cc1=O	1.2	0.3	-7	12
CC1Cc2ccccc2N1C(=O)CN1C(=O)COc2ccccc21 (stereo unspecified)	0.1	0.1	1	11
Cc1ccc([N+](=O)[O-])cc1NC(=O)c1c(-c2c(Cl)cccc2Cl)noc1C	-0.7	-0.2	-8	-10
COc1ccc(Cc2nnc(NCc3ccco3)[nH]c2=O)cc1	1.1	0.0	58*	7
O=C(CSc1ccc(Cl)cc1)NCC1CCCO1 (stereo unspecified)	1.1	0.1	-18	15
O=C(CSc1ccc2nc(-c3ccccc3)cn2n1)NCCc1ccccc1	-1.0	0.3	-35	1
COc1ccc(-c2n[nH]c(=S)n2/N=C/c2ccc(C)o2)cc1	1.3	0.2	2	9
O=C(Nc1ccc(F)cc1F)c1ncoc1-c1ccc(Cl)cc1	0.3	-0.1	-4	1
Cc1cc(C)nc(NS(=O)(=O)c2ccc(NC(=O)c3ccc(OC(C)C)cc3)cc2)n1	-1.1	0.0	-5	17
CC1(C)CC(=O)C=C(NNC(=O)c2ccccc2F)C1	-0.9	-0.1	5	11
Cc1nc2cc(N)ccc2n1C1CCCCC1	1.5	0.5	-13	23
O=C(C(=O)N1CCCC(CO)(Cc2ccccc2)C1)c1ccccc1 (stereo unspecified)	-1.2	-0.2	-13	-8
COc1ccccc1/C=C/CN1CCc2nnc(CNC(=O)C3CCCN(C)C3)n2CC1 (stereo unspecified)	1.7	-0.1	-15	10
COc1ccc2nccnc2c1[N+](=O)[O-]	13*	-0.1	-3	-6
CCOc1cccc2sc(N(Cc3cccnc3)C(=O)/C=C/c3ccccc3)nc12	-0.6	0.0	8	-6
COc1ccccc1N1CCN(C(=O)COc2ccc(Cl)c(C)c2)CC1	0.4	0.1	5	2
CCOC(=O)C1=C(N)N(c2ccc([N+](=O)[O-])cc2)C2=C(C(=O)CCC2)C1c1ccc(OC)c(O)c1 (stereo unspecified)	-2.0	0.1	-2	-1
NC(=O)c1ccc(N=Cc2cc3c(cc2[N+](=O)[O-])OCO3)cc1	-1.2	-0.5	-6	58*

Filtered by structure, those above with a thiophene ring, fused or not.
SMILES	GPR151 ag	FBW7 act	TEAD-YAP block	MITF inh
Nc1nc(NCCCN2CCCC2=O)cc(-c2cccs2)n1	0.4	-0.1	-9	26
O=C(Nc1n[nH]c(C(F)(F)F)n1)c1cccs1	0.8	0.4	5	15

Carrying on:
SMILES	GPR151 ag	FBW7 act	TEAD-YAP block	MITF inh
O=C(c1cc(Cl)ccc1O)N1N=C(C(F)F)CC1(O)C(F)F (stereo unspecified)	-1.3	0.1	-12	-2
Cc1ccc(NC2SC(=O)N(C)C2=O)c(C)c1 (stereo unspecified)	0.5	0.3	8	3
CCC(C)NCC(O)COc1ccccc1Cl (stereo unspecified)	3.2	-0.3	4	4
NC(=O)c1cc2cc(Br)ccc2oc1=Nc1ccc(Cl)cc1Cl	1.6	0.1	-17	3
O=C(CCOc1ccccc1)NCC1CCC2(CCN(Cc3ccncc3)CC2)O1 (stereo unspecified)	0.9	0.0	7	5
Cc1cccc2cc(CN(CCCO)C(c3nnnn3C(C)(C)C)C(C)C)c(=O)[nH]c12 (stereo unspecified)	-0.6	-0.1	10	5
CCCCCCNC(=O)CC(NS(=O)(=O)c1ccc(F)cc1)c1ccc(OC)cc1 (stereo unspecified)	-0.1	0.2	0	9
Cc1ccc(-c2c(C(=O)NCc3ccccc3F)oc(=O)c3ccccc23)cc1	-0.8	-0.2	2	-10
COc1cccc(OCC(=O)Nc2cccc(C(=O)O)c2C)c1	-1.8	0.3	-37	12
Cc1sc(Nc2ccccc2)nc1-c1ccc2c(c1)CCN2C(=O)C1CC1	0.6	0.0	-26	2
Cc1cc(/C=N/Nc2nc(N)ncc2[N+](=O)[O-])c(C)n1-c1ccccc1F	-6.9	-0.3	63*	14
O=C1CCCN1c1ccc(S(=O)(=O)N2CCN(c3ccccn3)CC2)cc1	0.5	-0.1	-4	-7
COC(=O)CCC(NC(=O)OCc1ccccc1)C(=O)NC(CC(C)C)C(=O)OC (stereo unspecified)	-1.0	0.1	-4	3
CN(C)c1ccc(-c2nc3cc(NC(=O)c4cccc([N+](=O)[O-])c4)ccc3o2)cc1	0.0	-0.2	2	-8
Cc1nnc(Nc2ccc(Cl)c(C(F)(F)F)c2)[nH]c1=O	1.4	0.0	-4	0
COc1ccc(C(=O)N/N=C(\C)CC(=O)N(C)c2ccccc2)c(OC)c1	0.1	0.1	-24	-10
Cc1cc(C)c2oc(-c3cccc(NC(=O)c4cc(Br)ccc4Cl)c3C)nc2c1	-0.5	0.1	4	-7
Ic1ccc2c(c1)OCCOCCOCCOCCO2	-0.1	-0.1	-3	10
COc1ccccc1C(=O)Nc1sc2c(c1C#N)CCC2	-0.1	0.1	-9	12
CC(=O)c1c(C)[nH]c(C(=O)CSc2nc3ccc(C)cc3[nH]2)c1C	0.0	-0.2	9	4
N=C1/C(=C/c2ccco2)C(=O)N=C2SC(C(F)(F)F)=NN12	-0.9	-0.1	4	4
CC(=O)Nc1ccc2c(c1)C1C=CCC1C(c1ccccc1)N2 (stereo unspecified)	-0.8	-0.1	-2	-7
CC(C)(C)n1nc2c(c1NC(=O)C1CCCC1)CS(=O)C2 (stereo unspecified)	3.4	-0.3	2	-10
COc1ccc(CCNc2cc(-c3ccc(C(N)=O)cc3)ncn2)cc1	1.0	-0.2	16	3
C=Cc1ccc(Cn2c(C)c(CNCc3ccccc3C)c(C(=O)O)c2C)cc1	-0.3	0.1	4	21
CC[N+](CC)(CCO)CCCN1C(=O)C2CC=C(Cl)CC2C1=O (stereo unspecified)	-0.5	-0.1	-1	-14
Cc1ncsc1C(=O)N1CCC(c2c(S(C)(=O)=O)cnc3ncnn23)CC1	-1.0	0.0	12	-22
CN(C)CCCNC(=O)COc1ccc(Br)cc1Cl	0.0	0.0	-2	-8
O=C1N=C(N2CCCCCC2)S/C1=C\c1ccc(F)cc1	-0.5	0.0	-14	10
O=C1NC2(CCN(C(=O)C3CCN3C3CCCCC3)CC2)Nc2ccccc21 (stereo unspecified)	-0.3	0.1	7	6
O=C(O)C1Sc2[nH]c(=O)sc2C2c3cc(Cl)ccc3OC(=O)C12 (stereo unspecified)	-1.0	-0.1	-6	3
CCOC(=O)C(=O)Nc1sc(C(=O)N2CCOCC2)c(C)c1C#N	0.8	0.5	-2	71*
COc1ccc2c(c1)-c1c(ssc1=Nc1ccc(S(N)(=O)=O)cc1)C(C)(C)N2	1.5	-0.1	-7	6
CCN(C)c1ccc(/C=C2/C(=O)N(c3ccc(Cl)c(Cl)c3)N=C2C)cc1	-1.0	-0.1	8	-5
Cn1ncc2c(Nc3ccc4ccccc4c3)ncnc21	-1.0	0.0	-59	3
O=C(Nc1cc(-c2cccs2)nn1CCO)C1(c2ccccc2)CCOCC1	0.9	-0.2	-14	3
O=C(Nc1cccc(N2CCNC2=O)c1)C1CC12CCN(C/C=C/c1ccco1)CC2 (stereo unspecified)	-0.2	0.2	-2	-6
Cc1c(Cl)cccc1NC(=O)C(=O)NCCO	5.2*	0.2	-11	-2
O=C(NCCCO)C(=O)NC1CCCC1	0.6	0.2	-5	9
O=C(N=NC(=O)c1cccc(-n2c(O)c3ccccc3c2O)c1)c1cccnc1	0.1	0.1	-7	15
COc1cc(CCC(C)=O)ccc1O	2.1	0.0	-1	14
Cc1nc2c(C(=O)N3CCCC3)c[nH]n2c(=O)c1Cc1ccccc1F	-0.6	0.3	6	-50
CCOCCn1cnc2sc(C(=O)Nc3c(F)cccc3F)c(C)c2c1=O	-1.0	-0.2	-5	-13
c1ccc(Nc2ccnc(N3CCc4ccccc4C3)n2)cc1	-1.4	0.0	-47	-1
